Tat export inh: blocks Tat-dependent protein export in E. coli; inhibition, % at 10 µM; E. coli MC4100 TorA-mCherry Tat export, fluorescence; actives 0.036% (n = 340,000);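 active = mean replicate inhibition at least 50% and at least half of replicates individually reaching 50%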;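 note: exported cargo escapes ClpAP degradation while cytoplasmic cargo is degraded and loses fluorescence; 0% = median of neutral control wells and 100% = median of NaSCN control wells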
OPRM1-OPRD1 inv: inverse agonist of human OPRM1-OPRD1 heterodimerization; cell-based MOR-DOR heterodimer luminescence, inverse agonism; inhibition, % at 9.3 µM; actives 0.21% (n = 340,000); AID 504357; in the data active = inhibition above about 22%, passing the limit was not always enough;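 note: 0% = cells with DMSO and 100% = wells without cells with DMSO; values of inactives mirror those of a sister screen read the other way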
PKA-R1A activ: activators of PKA-R1A complex; P00514+P68181; AID 504707; actives 0.083% (n = 340,000); activation, % at 11.4 µM; PKA-R1A dissociation, Cy5-IP20 fluorescence polarization; scaled: DMSO 0%, 113 µM cGMP 100%;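 active = percent activation above the mean of all tested compounds plus 3 SD, cut at about 19% in these data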;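 note: higher means more PKAc released from R1A so a rise in polarization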
Mot1-301 SUMO: SUMOylation pathway inhibition by Mot1-301 growth rescue; S. cerevisiae Mot1-301 growth rescue, ATP luminescence, 38.5C; percent above DMSO median, 100 means doubled; growth rescue, % at 18.8 µM; actives 1% (n = 320,000);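 active = every valid replicate shows activation above 250% relative to neutral control wells; inactive = the rest, any valid replicate at or below 250%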;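 note: OY570 slx delta 5 strain wells were the positive control but not used for scaling; some compounds called inactive have numbers as strong as hits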
Arr AP2 block: blocks beta-arrestin peptide binding to AP2 adaptin; FITC-arrestin peptide / GST-AP2 beads, flow cytometry; AP2 beta2 appendage carries R879A mutation; inhibition, % at 10 µM; actives 0.31% (n = 340,000);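 active = inhibition above a set limit, near 3 SD of compounds lacking own fluorescence, cut at about 54% in these data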;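 note: plate controls were DMSO wells for no effect and 5 µM unlabelled arrestin peptide for full effect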
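System: GST-tagged AP2 beta2-adaptin appendage (R879A) on 4 µm glutathione beads / Reagent: FITC-arrestin peptide, 50 nM / Detection: HyperCyt-sampled flow cytometry, FL1 channel, ex 488/em 535 nm / Timing: 12 min plus 1 h, RT / Buffer or medium: PBS plus Tween 20 (0.05%) and BSA (0.1%)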
E coli growth: reduces bacterial viability in AddAB counter-screen; E. coli V3065 growth, OD600 absorbance, 18 h; inhibition, % at 11.9 µM; actives 0.27% (n = 330,000);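 active = inhibition above the campaign's mean inhibition across all tested compounds plus 3 SD, cut at about 9.9% in these data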;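 note: uninfected addAB+ strain grown without phage in ampicillin broth; 0% = DMSO wells and 100% = ciprofloxacin 0.95 µg/ml wells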
DSG3 Ab inh: blocks pemphigus antibody binding to human desmoglein-3; DSG3-coupled beads, scFv-anti-DSG3-GFP binding, flow cytometry; active compounds read low; actives 0.48% (n = 310,000); binding (percent of control), % at 10 µM;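 active = binding more than 3 SD below its plate's average and above zero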;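 note: hits lower antibody fragment binding to DSG3; some compounds called inactive have numbers as strong as hits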
Target sequence (P32926 whole entry, looked up, the tested form may be a part): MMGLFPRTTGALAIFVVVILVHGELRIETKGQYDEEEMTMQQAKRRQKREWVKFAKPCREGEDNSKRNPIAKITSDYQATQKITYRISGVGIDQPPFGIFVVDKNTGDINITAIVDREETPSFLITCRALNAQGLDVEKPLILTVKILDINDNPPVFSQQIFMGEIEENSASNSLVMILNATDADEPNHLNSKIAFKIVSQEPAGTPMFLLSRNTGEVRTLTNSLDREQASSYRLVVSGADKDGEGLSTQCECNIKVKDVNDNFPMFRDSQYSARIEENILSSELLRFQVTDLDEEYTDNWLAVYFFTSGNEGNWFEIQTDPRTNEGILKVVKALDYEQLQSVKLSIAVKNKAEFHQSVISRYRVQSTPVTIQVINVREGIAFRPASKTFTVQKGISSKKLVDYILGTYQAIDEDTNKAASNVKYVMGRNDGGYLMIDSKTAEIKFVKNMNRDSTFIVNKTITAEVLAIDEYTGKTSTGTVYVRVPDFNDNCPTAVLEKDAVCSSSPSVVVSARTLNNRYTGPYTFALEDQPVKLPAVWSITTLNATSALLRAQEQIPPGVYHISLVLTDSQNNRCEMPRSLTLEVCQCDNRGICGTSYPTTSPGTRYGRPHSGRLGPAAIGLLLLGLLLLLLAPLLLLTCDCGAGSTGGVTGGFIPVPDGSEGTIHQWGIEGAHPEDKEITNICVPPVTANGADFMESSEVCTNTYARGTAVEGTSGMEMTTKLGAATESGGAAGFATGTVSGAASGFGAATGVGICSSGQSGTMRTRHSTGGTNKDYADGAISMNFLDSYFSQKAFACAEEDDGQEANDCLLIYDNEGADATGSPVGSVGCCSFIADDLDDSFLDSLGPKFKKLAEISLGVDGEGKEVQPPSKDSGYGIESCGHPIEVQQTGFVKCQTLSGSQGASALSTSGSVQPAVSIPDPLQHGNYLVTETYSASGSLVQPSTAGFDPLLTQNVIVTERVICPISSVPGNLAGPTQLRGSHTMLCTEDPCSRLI
OPRM1-OPRD1 ag: OPRM1-OPRD1 heterodimerization agonism | cells, luminescence | activation, % at 9.3 µM | actives 0.3% (n = 340,000) | AID 504326; in the data active = activation above about 18%;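 note: 0% = vehicle-treated cells and 100% = reference agonist; values of inactives mirror those of a sister screen read the other way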
PfHsp90 set2: reduces growth (ATP signal) of yeast expressing P. falciparum Hsp90 | actives 0.32% (n = 310,000) | inhibition, % at 9.4 µM | S. cerevisiae expressing PfHsp90, BacTiter-Glo ATP, 48 h; yeast lacking PDR1 and PDR3 efflux regulators;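 active = every replicate shows inhibition above about 80%, whatever the replicate mean, limit read from the data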;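 note: 0% = DMSO neutral controls and 100% = 20 µM radicicol positive controls; yeast relying on Plasmodium falciparum Hsp90 in place of its own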
phage Ecoli inh: E. coli growth loss with phage present. AID 651602. growth absorbance. actives 0.26% (n = 360,000). inhibition, % at 11.9 µM; in the data active = inhibition above about 11%
AddAB inh: less growth of phage-infected E. coli with AddAB; E. coli expressing H. pylori AddAB, absorbance growth; inhibition, % at 11.9 µM; actives 0.29% (n = 330,000); AID 435030; in the data active = inhibition above about 12%;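 note: 0% = vehicle wells of infected cells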
The depositor's hits bear a star; . = not tested or not shown. Outcome played no part in choosing rows. Share with any hit: about 2.8%.

| cpd | SMILES | Tat export inh | OPRM1-OPRD1 inv | PKA-R1A activ | Mot1-301 SUMO | Arr AP2 block | E coli growth |
| --- | --- | --- | --- | --- | --- | --- | --- |
| 1 | S=c1[nH]c2cnc(Cl)nc2[nH]1 | -7.1 | 1.9 | 7.8 | . | 14.8 | . |
| 2 | COc1cc(/C=C/C(=O)c2cccc([N+](=O)[O-])c2)cc(OC)c1OC | 1.1 | -5.2 | 10.1 | 12.7 | -5.6 | -2.4 |
| 3 | O=[N+]([O-])c1ccc(O)c(Nc2c([N+](=O)[O-])ccc3nonc23)c1 | 5.8 | 12.6 | 2.0 | -2.3 | 10.9 | -2.3 |
| 4 | Cc1cc(NC(=O)COn2nnc3ccc(S(C)(=O)=O)cc32)ccc1Br | -3.2 | -4.4 | -12.6 | 7.7 | 17.6 | 0.0 |
| 5 | COc1ccccc1C(=O)NNC(=O)c1ccc(C)cc1 | 1.4 | 4.8 | 0.5 | -17.3 | -0.9 | 1.7 |
| 6 | CCn1c(=O)n(CC)c2cc(N3CCCC3)c(NC(=O)c3cccc(Cl)c3)cc21 | 0.5 | 21.9 | -9.1 | 7.9 | 4.3 | 2.5 |
| 7 | CC(C)c1nc(SCC(=O)Nc2nc3c(s2)CCCC3)c2ccccc2n1 | -5.0 | -5.9 | -13.5 | 6.2 | 2.7 | 1.7 |
| 8 | C[C@H]1CN=C(N(C)C)N1CCc1ccc(F)cc1 | -3.4 | 2.1 | -5.3 | -7.1 | -3.2 | -1.4 |
| 9 | COc1ccc(S(=O)(=O)N2CCC(C(=O)NCCCc3ccccc3)CC2)cc1 | 3.7 | 5.8 | 4.6 | -10.4 | 8.1 | -0.2 |
| 10 | Cn1c(SCC(=O)N2CCCCCC2)nc2c(c1=O)SCC2 | 3.3 | 13.9 | -0.3 | -5.5 | 4.1 | -2.7 |
| 11 | O=C(C1=C(O)C(=O)N(Cc2ccco2)C1c1cccnc1)c1cc2ccccc2o1 (centres undefined) | -3.9 | 12.7 | -1.3 | -1.2 | 24.2 | -0.8 |
| 12 | COc1ccc(NC(=O)Nc2ccc(OCc3ccccc3)cc2)cn1 | -4.7 | -27.4 | 1.0 | 53.0 | 8.3 | . |

| cpd | DSG3 Ab inh | OPRM1-OPRD1 ag | PfHsp90 set2 | phage Ecoli inh | AddAB inh |
| --- | --- | --- | --- | --- | --- |
| 1 | 130.6 | -0.4 | -3.2 | 4.2 | . |
| 2 | 107.0 | 1.0 | 21.3 | 2.4 | 1.6 |
| 3 | 95.0 | -2.2 | 3.4 | 1.2 | -1.3 |
| 4 | 100.8 | 0.9 | -1.7 | -0.8 | 1.1 |
| 5 | 90.0 | -1.0 | -1.5 | -1.0 | 1.5 |
| 6 | 100.5 | -4.3 | 8.3 | 3.0 | 1.6 |
| 7 | 120.0 | 1.0 | 12.6 | 2.5 | -0.9 |
| 8 | 95.9 | -0.4 | -4.4 | 2.5 | 1.8 |
| 9 | 99.9 | -1.1 | -2.0 | 2.5 | 4.0 |
| 10 | . | -2.6 | 6.1 | 3.1 | 1.1 |
| 11 | 104.4 | -2.2 | 24.7 | 0.7 | 0.5 |
| 12 | 99.3 | 5.8 | 4.0 | 3.2 | . |

As a working copy, 2 of the compounds above:
| cpd | SMILES | Tat export inh | OPRM1-OPRD1 inv | PKA-R1A activ | Mot1-301 SUMO | Arr AP2 block | E coli growth |
| --- | --- | --- | --- | --- | --- | --- | --- |
| 11 | O=C(C1=C(O)C(=O)N(Cc2ccco2)C1c1cccnc1)c1cc2ccccc2o1 (centres undefined) | -3.9 | 12.7 | -1.3 | -1.2 | 24.2 | -0.8 |
| 12 | COc1ccc(NC(=O)Nc2ccc(OCc3ccccc3)cc2)cn1 | -4.7 | -27.4 | 1.0 | 53.0 | 8.3 | . |

| cpd | DSG3 Ab inh | OPRM1-OPRD1 ag | PfHsp90 set2 | phage Ecoli inh | AddAB inh |
| --- | --- | --- | --- | --- | --- |
| 11 | 104.4 | -2.2 | 24.7 | 0.7 | 0.5 |
| 12 | 99.3 | 5.8 | 4.0 | 3.2 | . |

Further entries:
| cpd | SMILES | Tat export inh | OPRM1-OPRD1 inv | PKA-R1A activ | Mot1-301 SUMO | Arr AP2 block | E coli growth |
| --- | --- | --- | --- | --- | --- | --- | --- |
| 13 | COc1ccc(N(Cc2ccccc2)N=O)cc1 | 3.7 | -0.9 | -0.1 | -6.3 | 19.5 | 0.6 |
| 14 | COc1ccc(CC(O)CC2c3c(cc4c(c3OC)OCO4)CCN2C)cc1 (centres undefined) | 12.9 | -26.4 | 2.4 | -3.4 | 14.8 | -1.0 |
| 15 | O=C(O)c1ccc2oc(=O)c(S(=O)(=O)c3ccccc3)cc2c1 | 20.3 | 12.5 | 18.1 | -1.1 | -9.5 | 1.6 |
| 16 | O=S(=O)(c1cnccc1N1CCN(CCO)CC1)N1CCCCC1 | -8.4 | 3.0 | -7.3 | -3.9 | 9.8 | -1.9 |
| 17 | CN(NC1OC(=O)c2ccccc21)c1ncc(Cl)cc1C(F)(F)F (centres undefined) | . | . | . | 12.6 | 5.5 | 0.7 |
| 18 | CC#CCCC(=O)N1C=Cc2ccccc2C1C#N (centres undefined) | -1.1 | . | -11.8 | -13.5 | 3.9 | -0.5 |
| 19 | COc1ccc(C(=O)C2CCN(C(=O)Nc3ccc(C)cc3)CC2)cc1 | 6.0 | -7.5 | -4.2 | 30.2 | -3.2 | -2.3 |
| 20 | O=C(c1ccccc1)c1ccc2nc(-c3ccco3)c(-c3ccco3)nc2c1 | -4.0 | -35.3 | -2.9 | 7.5 | 9.4 | -0.8 |
| 21 | Cc1nn(S(=O)(=O)N2CCCCC2)c(C)c1Br | 3.1 | -16.0 | -7.2 | 4.8 | 13.7 | 0.9 |
| 22 | CCOC(=O)N1CCN(C(=O)c2cc3c(=O)n4ccccc4nc3s2)CC1 | -2.5 | 12.2 | 6.0 | 6.0 | -8.3 | 3.1 |

| cpd | DSG3 Ab inh | OPRM1-OPRD1 ag | PfHsp90 set2 | phage Ecoli inh | AddAB inh |
| --- | --- | --- | --- | --- | --- |
| 13 | 106.5 | 0.2 | -12.8 | -0.7 | 0.8 |
| 14 | 107.0 | 5.6 | 5.3 | 2.4 | 0.6 |
| 15 | 99.1 | -2.7 | -15.5 | -0.1 | 0.1 |
| 16 | . | -0.5 | -2.6 | 2.5 | -0.7 |
| 17 | 93.3 | . | . | 2.1 | 3.3 |
| 18 | 103.5 | . | 6.2 | 1.4 | 3.6 |
| 19 | 95.4 | 0.9 | -14.9 | 1.1 | 2.9 |
| 20 | . | 7.6 | 3.7 | 0.3 | 0.2 |
| 21 | 104.3 | 2.8 | -2.9 | -1.1 | 0.6 |
| 22 | 99.7 | -2.4 | 15.1 | 2.3 | -0.9 |

Arranged by value in Mot1-301 SUMO (ascending): 6 from the list above.
entry	structure	Tat export inh	OPRM1-OPRD1 inv	PKA-R1A activ	Mot1-301 SUMO	Arr AP2 block	DSG3 Ab inh	OPRM1-OPRD1 ag	PfHsp90 set2	phage Ecoli inh	AddAB inh
18	CC#CCCC(=O)N1C=Cc2ccccc2C1C#N (centres undefined)	-1.1	.	-11.8	-13.5	3.9	103.5	.	6.2	1.4	3.6
16	O=S(=O)(c1cnccc1N1CCN(CCO)CC1)N1CCCCC1	-8.4	3.0	-7.3	-3.9	9.8	.	-0.5	-2.6	2.5	-0.7
14	COc1ccc(CC(O)CC2c3c(cc4c(c3OC)OCO4)CCN2C)cc1 (centres undefined)	12.9	-26.4	2.4	-3.4	14.8	107.0	5.6	5.3	2.4	0.6
15	O=C(O)c1ccc2oc(=O)c(S(=O)(=O)c3ccccc3)cc2c1	20.3	12.5	18.1	-1.1	-9.5	99.1	-2.7	-15.5	-0.1	0.1
21	Cc1nn(S(=O)(=O)N2CCCCC2)c(C)c1Br	3.1	-16.0	-7.2	4.8	13.7	104.3	2.8	-2.9	-1.1	0.6
22	CCOC(=O)N1CCN(C(=O)c2cc3c(=O)n4ccccc4nc3s2)CC1	-2.5	12.2	6.0	6.0	-8.3	99.7	-2.4	15.1	2.3	-0.9

Assay outcomes (PubChem BioAssay)
